Screening results from PubChem BioAssay.
C2C12 statin: suppressors of statin myotoxicity in C2C12 myotubes, primary screen, cell-based, single point, plate reader | C2C12 myotubes + simvastatin, ATP luminescence, 48 h; scaled: DMSO 0, geranylgeraniol control 100 | rescue of ATP level, % at 7.49 µM | 330,000 tested, 0.78% active;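 active = mean ATP rescue above about 67%, or every replicate alone reaching that limit, limit read from the data, passing the limit was not always enough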;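 also: myotubes were challenged with 10 µM simvastatin during compound exposure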
PGC1a acetyl inh: inhibitors of PGC1a acetylation signal, primary screen, cell-based, U2OS, AlphaScreen, inhibitor mode; AlphaScreen anti-acetyl-lysine; with virally co-expressed GCN5 acetyltransferase; inhibition, % at 15.6 µM; 350,000 tested, 0.17% active;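 active = every replicate shows inhibition of at least 40%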;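 also: 0% = neutral control wells and 100% = positive control wells; some results beyond the cut were filed as inactive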
miR-122 sensor: miR-122 Renilla sensor signal increase in Huh7, primary screen, miR-122 inhibitor project, cell-based, single point, plate reader | activation (reporter increase), % at 12.5 µM | 340,000 tested, 0.3% active | Huh7 miR-122 Renilla luciferase sensor, 48 h; neutral wells = 0, positive control = 100 | AID 602342, 2012;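 active = mean replicate activation score at least 90 and every replicate individually at or above 90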;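 also: higher luciferase means less miR-122 activity so hits act as miR-122 inhibitors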
GSIS activator: GLuc luminescence reporter in INS-1E cells, primary screen for activators of glucose-dependent secretion of insulin | INS-1E GLuc reporter insulin secretion, 2-3 h | activation, % at 16.6 µM | 370,000 tested, 0.61% active | AID 743287, 2014;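 active = lowest replicate activation of at least 40%, so every replicate reaches that level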;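 also: 0% = median of neutral control wells and 100% = median of IBMX positive control wells; some compounds called inactive have numbers as strong as hits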
PglD inh: C. jejuni PglD acetyltransferase inhibitors, primary screen, biochemical, DTNB colorimetric, single point; 360,000 tested, 0.098% active; inhibition, % at 12.5 µM; purified PglD enzyme, DTNB colorimetric CoA detection; UDP-N-acetylbacillosamine N-acetyltransferase PglD (Campylobacter jejuni); in the data active = inhibition above about 16%, passing the limit was not always enough; also: strong numbers were not always called active
CFTR F508del cor: F508del CFTR correction, initial screen, CFBE line, single point | CFBE cells, YFP halide quenching; stimulated with forskolin plus potentiator P3; % fluorescence drop versus neutral controls | activity (quench increase), % at 7.58 µM | 350,000 tested, 0.36% active;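 active = mean added fluorescence quench of at least 8% versus neutral control, with both replicates also reaching 8%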;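 also: cells transiently co-express mutant CFTR-F508del with the halide-sensitive YFP; corrector assay measuring rescue of mutant channel to the surface after 24 h compound exposure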
Cneo AK release: Cryptococcus neoformans cell lysis inducers, primary screen, AK release luminescence, single concentration | AID 651654, 2012 | 360,000 tested, 0.2% active | C. neoformans lysis, adenylate kinase release luminescence, 4 h; normalised: neutral wells 0, clomiphene wells 100 | lysis activity, % at 15 µM;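 active = mean lysis activity across replicates of at least 80%, whatever share of replicates individually reach that level; inactive = mean lysis activity below 80%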
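Test system: log-phase Cryptococcus neoformans yeast cells; Quantity: yeast cell density of 5 × 10^6 cells/mL; Buffer or medium: YPD; Doses: single compound concentration per well; Timing: 4 h at 37 °C static, read 1 h later; Measured by: AK luminescence; Read-out basis: lysis from increased AK signal; Control set: Clomiphene as positive control.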
FN deposit inh: inhibitors of fibronectin matrix deposition, primary screen, AH1F cells, Alexa488-fibronectin fluorescence, plate reader; AH1F fibroblasts, overnight; inhibition, % at 12.6 µM; 350,000 tested, 0.086% active; AID 743247, 2014;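 active = mean inhibition across replicates of 30% or more, regardless of how many single replicates reach that level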;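 also: positive control wells lacked labelled fibronectin entirely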
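Material: AH1F fibroblasts assembling fluorescent fibronectin matrix; amount: 10000 AH1F cells/well; medium: DMEM, 2% serum; reagent: Alexa488-fibronectin, 24 nM final in well; dosing: single compound dose, delivered by pin transfer; incubation: 1 h adhesion, overnight exposure; detection: fluorescence after three HBSS washes, excitation 485 nm, emission 525 nm; measure: fibronectin deposition inhibition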
The depositor's hits bear a star; nt = not tested or not shown; [ ] = remark or other dose.

Every second line gives: C2C12 statin	PGC1a acetyl inh	miR-122 sensor	GSIS activator	PglD inh	CFTR F508del cor	Cneo AK release	FN deposit inh
COc1ccc(-n2c(SCC(=O)NCCC(C)C)nc3ccsc3c2=O)cc1
    -4	-11	-4	nt	3	nt	1	3
Nn1c(SCC(=O)Nc2ccc(F)c(F)c2)nnc1C1CCCCC1
    nt	nt	6	nt	2	nt	-1	-6
CC(=O)Nc1cccc(NC(=O)c2c(-c3c(Cl)cccc3Cl)noc2C)c1
    -5	11	4	-11	-4	-1.5	3	nt
CCCCOC(=O)CSC1=C(C#N)C(c2ccccc2OCC)C(C#N)C(=O)N1 (stereo not drawn)
    4	4	11	29	-2	nt	3	nt
Cc1nc(Cc2nnc(SCC(=O)N3CCN(c4ccc(F)cc4)CC3)o2)cs1
    6	6	nt	7	-3	-0.2	3	8
COc1ccc(N2CCN(C(=O)CSc3ccc(C)cc3)CC2)cc1
    nt	2	nt	-9	nt	2.6	nt	-13
CC(=O)Nc1ccc(OCCOc2ccc([N+](=O)[O-])cc2)cc1
    13	nt	nt	6	4	1.8	1	2
Cc1cc(SCC(=O)NC2(C#N)CCCCC2)nc2c(C)cccc12
    -20	-9	27	1	2	-2.2	5	-12
Cc1ccc2c(c1)nnn2C1CCN(CC(=O)NNC(=O)c2ccco2)CC1
    nt	1	nt	7	nt	-4.1	nt	1
S=c1nc(C2CC2)n(-c2ccccc2)[nH]1
    7	1	5	28	-8	-4.0	0	4
CN(C)C(=O)c1cc([N+](=O)[O-])cc([N+](=O)[O-])c1N(C)C
    19	4	-5	nt	-5	nt	0	0
Cc1ccc2c(c1)c(/C=C/c1cc[n+](C)cc1)c(C)n2C
    -78	nt	nt	-60	12	-1.0	0	-444
CCC(=O)Nc1ccc2c(c1)OC[C@@H](C)N(Cc1ccccn1)C[C@H](C)[C@@H](OC)CN(C)C2=O
    4	-20	nt	-2	4	-2.4	-3	-3
O=C(Nc1cccc(C(=O)N2CCOCC2)c1)c1cncc(Br)c1
    nt	-6	-6	nt	-5	nt	0	nt
CC(C)NC(=O)N1CC[C@@H]2[C@@H](CO)N(C)c3ccc(Br)cc3[C@@H]21
    19	-11	4[16.7 µM]	0	-1	0.9	14	-20
Cc1cccc(NC(=O)c2ccc(F)c(S(=O)(=O)NCc3ccco3)c2)c1
    -5	-15	8	-7	-2	3.4	-1	2
CCCCc1cc(=O)oc2cc(C)cc(OC(C)C(=O)NCC3CCC(C(=O)O)CC3)c12 (stereo not drawn)
    -1	11	-6	5	-1	-0.8	2	nt
CS(=O)(=O)c1ccc(Cl)c(NC(=O)COC(=O)c2cccc(S(=O)(=O)N3CCCC3)c2)c1
    13	3	-4	-16	2	0.3	0	-4
c1ccc(CNc2ccc3c(c2)ncn3C2CCCCC2)nc1
    -21	-3	-2	-1	-5	-2.9	-1	nt
Cc1c(NC(=O)CSc2nc3ccccc3c(=O)n2C(C)C)c(=O)n(-c2ccccc2)n1C
    5	-5	nt	nt	2	-4.1	2	-7
COc1ccccc1NC(=O)CN1CCN(CC(=O)Nc2ccc(OCc3ccccc3)cc2)CC1
    34	-23	-5	nt	-2	nt	-1	nt
C[C@H](O)C#Cc1ccc2c(c1)O[C@@H](CN(C)Cc1ccncc1)[C@H](C)CN([C@H](C)CO)S2(=O)=O
    -27	-1	0[16.7 µM]	21	2	1.7	-1	7
CCNC(=S)NS(=O)(=O)c1ccc(CC)cc1
    6	6	nt	nt	-2	nt	2	nt
O=C(O)c1cscc1-c1cccc2ccccc12
    9	1	2	nt	3	-2.8	2	6
O=C(CN1C(=O)C2CC=CCC2C1=O)Nc1nc(-c2ccc(F)c(F)c2)cs1 (stereo not drawn)
    -39	25	2	-20	-2	1.6	2	7
CCOc1ccc(/C=C2\SC(=S)N(CC(=O)Nc3ccccn3)C2=O)cc1
    -44	10	2	3	-4	-2.8	1	-4
CN(C(=O)c1ccc2c(c1)OCO2)C1CCCCC1
    nt	-7	-8	15	4	0.2	-1	4
Nc1ccc(C(=O)N/N=C2\CCCc3c2[nH]c2ccccc32)cc1
    -20	-46	3	nt	1	nt	1	6
Cc1ccc(S(=O)(=O)Cn2nnnc2C(C(C)C)N2CCC(O)CC2)cc1 (stereo not drawn)
    -6	nt	-1	2	5	-1.4	3	-1
CCN1CCN(c2cc(-c3ccccc3)nc3cc(-c4cccc(F)c4)nn23)CC1
    -3	3	-2	nt	7	nt	8	nt
CCOc1ccc(/C=N/NC(=O)C2CC2)cc1OC
    -7	nt	nt	8	-4	1.3	4	8
Cc1[nH]c2ccc(C(=O)N3CCC(C(N)=O)CC3)cc2c1C
    5	10	3	5	-2	-3.5	-1	1
COc1cc2c3c(c1)-c1c(sn(-c4cc(OC)ccc4OC)c1=S)C(C)(C)N3C(=O)C2=O
    -2	-6	8	nt	3	nt	4	nt
CC(C)=C1C2CCC1C1C(=O)N(c3ccc4c(c3)OCO4)C(=O)C21 (stereo not drawn)
    11	1	-5	nt	-5	nt	-4	8
CCN(c1ccccc1)S(=O)(=O)c1ccc(C(=O)Nc2ncccc2O)cc1
    -8	-1	-4	23	2	-4.5	0	-2
O=C(CN1CCN(c2ccccc2)CC1)N1CCc2[nH]c3ccccc3c2C1
    -3	-3	-1	nt	-3	nt	-1	1
CCN(CC(=O)Nc1c(F)cccc1F)C(=O)CNC(=O)c1ccc2c(c1)OCO2
    6	nt	-12	-16	0	-0.4	-1	2
CC(=NCCc1ccccc1)C1=C(O)COC1=O
    1	2	-4	3	-1	nt	3	nt
COc1ccc(C#Cc2cnc3c(c2)C(=O)N([C@H](C)CO)C[C@@H](C)[C@H](CN(C)C(=O)Nc2cccc(OC)c2)O3)cc1
    114*	-3	-12[16.7 µM]	7	nt	-2.0	nt	11
C=CCNC(=O)c1ccc(C2SCC(=O)N2Cc2ccccc2)cc1 (stereo not drawn)
    -7	3	-2	9	3	2.8	2	10

An excerpt of these results, with each value named:
compound: COc1cc2c3c(c1)-c1c(sn(-c4cc(OC)ccc4OC)c1=S)C(C)(C)N3C(=O)C2=O
  C2C12 statin: -2	PGC1a acetyl inh: -6	miR-122 sensor: 8	GSIS activator: nt	PglD inh: 3	CFTR F508del cor: nt	Cneo AK release: 4	FN deposit inh: nt

compound: CC(C)=C1C2CCC1C1C(=O)N(c3ccc4c(c3)OCO4)C(=O)C21 (stereo not drawn)
  C2C12 statin: 11	PGC1a acetyl inh: 1	miR-122 sensor: -5	GSIS activator: nt	PglD inh: -5	CFTR F508del cor: nt	Cneo AK release: -4	FN deposit inh: 8

compound: CCN(c1ccccc1)S(=O)(=O)c1ccc(C(=O)Nc2ncccc2O)cc1
  C2C12 statin: -8	PGC1a acetyl inh: -1	miR-122 sensor: -4	GSIS activator: 23	PglD inh: 2	CFTR F508del cor: -4.5	Cneo AK release: 0	FN deposit inh: -2

compound: O=C(CN1CCN(c2ccccc2)CC1)N1CCc2[nH]c3ccccc3c2C1
  C2C12 statin: -3	PGC1a acetyl inh: -3	miR-122 sensor: -1	GSIS activator: nt	PglD inh: -3	CFTR F508del cor: nt	Cneo AK release: -1	FN deposit inh: 1

(next part)
Every second line gives: C2C12 statin	PGC1a acetyl inh	miR-122 sensor	GSIS activator	PglD inh	CFTR F508del cor	Cneo AK release	FN deposit inh
COC(=O)c1ccc(CN2CCN(CC(C)C)C(CCO)C2)cc1 (stereo not drawn)
    -11	-6	3	0	-2	-0.1	-3	-19
NC(=O)NS(=O)(=O)Oc1ccccc1
    21	4	0	-7	-2	2.3	3	1
C[C@@H]1CN([C@@H](C)CO)C(=O)c2cc(C3=CCCC3)cnc2O[C@@H]1CN(C)C(=O)c1ccncc1
    0	-1	2[16.7 µM]	1	2	-1.1	0	-3
CCN1CCN(C(c2cccs2)C(C)NS(=O)(=O)c2ccc(Br)cc2)CC1 (stereo not drawn)
    6	-1	2	3	-4	nt	-2	1
Cn1cnnc1SCC(=O)Nc1ccccc1F
    11	0	1	3	2	0.0	0	nt
CC(=O)OCC(=O)C1(O)CCC2C3CC(F)C4=CC(=O)CCC4(C)C3C(=O)CC21C (stereo not drawn)
    8	-2	-3	16	-3	2.6	-1	-7
CC(=O)N1CCN(S(=O)(=O)c2cccc(C(=O)NNC(=O)Cn3nc(C)cc3C)c2)CC1
    9	-7	-6	17	-4	-0.2	-1	-7
COc1ccc(-c2cnc3c(c2)C(=O)N([C@H](C)CO)C[C@H](C)[C@H](CN(C)S(=O)(=O)c2cccc(F)c2)O3)cc1
    nt	0	3[16.7 µM]	-20	4	-1.6	0	11
CCOc1ccc(S(=O)(=O)Nc2ccccc2C(=O)N2CCCC2)cc1
    1	4	1	-3	-13	-0.3	12	-2
CCOC(=O)c1c(NC(=O)COC(=O)CCNS(=O)(=O)c2ccccc2)sc(C(=O)N(C)C)c1C
    3	nt	nt	17	nt	1.2	nt	0
O=C(Nn1cnc2ccccc2c1=O)c1ccc([N+](=O)[O-])cc1Cl
    nt	-9	nt	16	nt	-1.8	nt	3
CC(=O)Nc1ccc(/C(C)=N/NC(=O)c2ccc(CN3CCOCC3)cc2)cc1
    nt	11	-2	-17	nt	-0.9	nt	3
Cc1cc(/C=C2\SC(=S)NC2=O)cc(C)c1O
    19	nt	nt	-50	2	2.0	-1	1
COc1ccc(NC(=O)CN2C(=O)NC(C)(C3CCCCC3)C2=O)c(OC)c1 (stereo not drawn)
    4	-1	-13	-3	-1	-1.4	2	4
CCCC1=Nc2cc(C(=O)NCCCN3CCOCC3)ccc2Sc2ccccc21
    -1	nt	nt	19	4	-5.4	0	14
CC1(c2nnc(-c3cccc(Cl)c3)o2)CC(c2cccc([N+](=O)[O-])c2)=NO1 (stereo not drawn)
    3	nt	-5	-5	1	0.3	0	-1
Cc1cc(N/N=C2/CCCc3ccccc32)nc2ccccc12
    -21	1	2	20	0	2.4	1	-3

Compound profiles, as listed above. Order of screens: C2C12 statin | PGC1a acetyl inh | miR-122 sensor | GSIS activator | PglD inh | CFTR F508del cor | Cneo AK release | FN deposit inh
Listed for COC(=O)c1ccc(CN2CCN(CC(C)C)C(CCO)C2)cc1 (stereo not drawn) : -11 | -6 | 3 | 0 | -2 | -0.1 | -3 | -19
Listed for CCCC1=Nc2cc(C(=O)NCCCN3CCOCC3)ccc2Sc2ccccc21 : -1 | nt | nt | 19 | 4 | -5.4 | 0 | 14
